SW480 rerep – inducers of DNA re-replication in SW480 colon cancer cells | AID 624297 | Potency, µM (titrated, usually from 46.1 µM), for the others: top-dose re-replication activation, actives largely listed as activators | SW480 DNA re-replication, Hoechst DNA content imaging, 48 h | 340,000 compounds, 1.8% hits; also: potency is read from the fitted curve at half-maximal effect; % of control where 0% means no effect; nearly all actives have a fitted effect of over 55% in size
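SW480 cells exposed to compounds for 48 hr at 37 C, 5% CO2, then Hoechst-stained 40 min. Nuclear DNA content imaged by fluorescence scanning (405 nm excitation, 500-530 nm emission); re-replication scored as increased high-intensity nuclei.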
D3 ag – activates the human D3 dopamine receptor; 410,000 compounds, 0.58% hits; max activation, %; D3R DiscoveRx beta-arrestin cells, luminescence, 90 min; in the data active = max activation above about 30%; also: 0% is about no effect; mostly tested at two doses, the higher about 12 µM
Target sequence (P35462 whole entry, looked up): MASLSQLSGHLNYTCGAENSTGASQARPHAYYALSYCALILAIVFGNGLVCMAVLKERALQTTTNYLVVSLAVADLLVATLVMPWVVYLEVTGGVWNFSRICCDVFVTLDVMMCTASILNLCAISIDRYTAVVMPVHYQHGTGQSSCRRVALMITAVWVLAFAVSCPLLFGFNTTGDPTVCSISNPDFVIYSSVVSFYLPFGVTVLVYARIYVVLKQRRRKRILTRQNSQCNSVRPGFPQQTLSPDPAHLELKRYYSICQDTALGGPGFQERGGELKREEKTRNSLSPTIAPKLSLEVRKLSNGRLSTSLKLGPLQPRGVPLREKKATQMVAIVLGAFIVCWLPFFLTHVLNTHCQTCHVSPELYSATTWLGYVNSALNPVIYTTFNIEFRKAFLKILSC
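Cells at 1500/well, incubated overnight, then treated with pinned compounds (dopamine as control) for 90 min at 37 degrees C. DiscoveRx reagent added for 30 - 60 minutes at room temperature; luminescence read.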
KB-V1 MDR tox – KB-V1 MDR subline cytotoxicity. KB-V1 MDR cells viability, CellTiter-Glo, 72 h. Potency, µM (doses to about 46.1 µM), for inactives: at the highest dose activity change, negative = cytotoxicity, usual class: cytotoxic. 400,000 compounds, 3.4% hits; also: potency is read from the fitted curve at half-maximal effect; % is scaled to controls: 0 for no effect and ±100 for the full control effect; nearly all actives have a fitted effect of over 60% in size
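KB-V1, DMEM (no phenol red) + 10% FBS; cpd pin-transferred, titration series; 72 h, 37 degrees C; CellTiter-Glo, luminescence. Data normalized, curve-fit.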
D3 antag – antagonists of human D3 dopamine receptor; P35462; D3R cells, DiscoveRx beta-arrestin luminescence, antagonist mode; stronger effect = lower value; max response, negative = inhibition, %; 360,000 compounds, 2.5% hits; in the data active = max response below about -50%; inconclusive = no clear call, values can overlap the other calls; also: % is scaled to controls: 0 for no effect and ±100 for the full control effect; mostly tested at two doses, the higher about 12 µM
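Cells plated overnight at 1500 cells/well, then exposed to library compounds with dopamine controls for 90 minutes at 37 degrees C. DiscoveRx reagent added for 30–60 minutes at room temperature; luminescence read, quantitative HTS format.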
HT1080-NT tox – kills 2HG-producing HT-1080-NT fibrosarcoma cells. HT-1080-NT fibrosarcoma viability, CellTiter-Glo ATP luminescence, 48 h. Potency, µM (doses to about 46.1 µM), without a hit: at the top dose activity, negative = less viability, hits mostly cytotoxic. 360,000 compounds, 1.6% hits;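 also: NT is the 2HG producing partner of a matched IDH1 knockdown line; potency is read from the fitted curve at half-maximal effect; 0% = DMSO-treated cells and -100% = media-only wells without cells; nearly all actives have a fitted effect of over 55% in size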
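HT-1080-NT; 750 cells/well; 5% FBS RPMI; 48 h compound, 37 degrees C; CellTiter-Glo luminescence; curve fitting and curve-class assignment.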
KB-3-1 cytotox – kills parental KB-3-1 adenocarcinoma cells; KB-3-1 viability, CellTiter-Glo ATP luminescence, 72 h; Potency, µM (doses to about 46.1 µM), for the others: at the highest dose activity change, negative = cytotoxic, hits mostly cytotoxic; 400,000 compounds, 1.4% hits; also: potency is read from the fitted curve at half-maximal effect; % is scaled to controls: 0 for no effect and ±100 for the full control effect; nearly all actives have a fitted effect of over 60% in size
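Cytotoxicity in the drug-sensitive parental line KB-3-1 was scored as loss of CellTiter-Glo luminescence following 72 h incubation with compound. Values come from curve fitting of normalized concentration-response data.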
HT1080 IDH1KD tx – kills HT-1080 cells with IDH1 knockdown; AID 686971; HT-1080 IDH1 knockdown viability, ATP luminescence, 48 h; 360,000 compounds, 2% hits; Potency, µM (titrated, usually from 46.1 µM), without a hit: top-dose activity, negative = toxicity, hits mostly cytotoxic;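 also: potency is read from the fitted curve at half-maximal effect; 0% = DMSO wells and -100% = cell-free medium wells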
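Viability of IDH1-knockdown HT-1080 fibrosarcoma cells was assessed by CellTiter-Glo after 48 h at 37 °C with titrated compound; concentration-effect curves were classified by fit quality and response size.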
IL1B secr inh – inflammasome signaling inhibition, IL-1 beta readout. THP-1 LPS/ATP IL-1B secretion, AlphaLISA, 16 h; stronger effect = lower value. activity change, % at 57.5 µM. 360,000 compounds, 4.7% hits. AID 743279; in the data active = activity change below about -50%; inconclusive = mostly about -30% to -49%; also: % is scaled to controls: 0 for no effect and ±100 for the full control effect
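THP-1 cells pretreated 1 hr with compounds (up to 57.5 uM final), then stimulated with LPS (250 ng/mL final) plus ATP (1.25 mM final); secreted IL-1B measured by AlphaLISA after 16 hr, decreased signal indicating inhibition.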
GLP1R ag – activates the human GLP-1 receptor; P43220; HEK293 GLP-1R CRE-luciferase, luminescence, 4-6 h; cells express a hypersensitive GLP-1R form; Potency, µM (highest dose often 45.6 µM), for inactives: top-dose activation, actives largely listed as activators; 380,000 compounds, 0.007% hits; also: potency is read from the fitted curve at half-maximal effect; % of control where 0% means no effect
Target sequence (P43220 whole entry, looked up): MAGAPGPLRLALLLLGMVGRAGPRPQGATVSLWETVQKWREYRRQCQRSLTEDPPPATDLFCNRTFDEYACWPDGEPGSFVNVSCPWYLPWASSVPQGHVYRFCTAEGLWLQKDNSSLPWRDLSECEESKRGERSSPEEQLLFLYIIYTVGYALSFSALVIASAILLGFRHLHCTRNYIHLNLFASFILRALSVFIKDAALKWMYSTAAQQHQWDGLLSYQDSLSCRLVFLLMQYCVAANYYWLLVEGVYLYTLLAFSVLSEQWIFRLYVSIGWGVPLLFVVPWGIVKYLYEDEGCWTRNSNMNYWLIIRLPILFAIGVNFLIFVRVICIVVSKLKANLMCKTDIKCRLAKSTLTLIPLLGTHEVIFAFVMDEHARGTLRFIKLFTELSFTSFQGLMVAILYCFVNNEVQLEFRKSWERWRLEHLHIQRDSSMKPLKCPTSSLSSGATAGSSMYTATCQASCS
The depositor's hits bear a star; u = inconclusive; x = no result given; & = joins results of further samples; [ ] = another dose, or the depositor's remark. Unless noted, calls follow the shape of the dose curve; as a rule, active = well fitted curve in the direction sought with a large enough effect; inconclusive = small, poorly fitted or top-dose-only effect, or another doubt; inactive = no such curve, though single readings can be large; an effect the other way counts as inactive or inconclusive.

canonical_smiles,SW480 rerep,D3 ag,KB-V1 MDR tox,D3 antag,HT1080-NT tox,KB-3-1 cytotox,HT1080 IDH1KD tx,IL1B secr inh,GLP1R ag
CCN(CC)c1ccc(C(=O)OCC(=O)Nc2cccc(S(=O)(=O)NC3=NCCCCC3)c2)cc1,23%,2,21µM*,21,2%,u,9%,-7,2%
CCNS(=O)(=O)c1ccc(NC(=O)c2c(-c3ccccc3)noc2C)cc1,-7%,5,5%,6,13%,10%,1%,-5,3%
C=CCNC(=O)c1cc(Cl)cc(Cl)c1,2%,-7,13%,-11,12%,-2%,13%,-11,5%
CC(Cc1ccccc1)C(=O)N[C@@H](CO)Cc1ccccc1 (some centres not stated),1%[9.22 µM],12,10%,-1,9%,2%,5%,0,-3%
CCN(Cc1ccccc1)c1cc2c(c3c1ccn3C)C1CCC2C1 (configuration not stated),x,-13,-12%,-55*,0%,-1%,-6%,-6,7%
Cc1cc(C)c(OCC(=O)Nc2ccc(S(=O)(=O)N3CCOCC3)cc2)c(C)c1,-2%,17,5%,4,2%,-21%,-9%,0,-3%
O=C(O)c1cccc(N/C(=N\S(=O)(=O)c2ccccc2)c2ccccc2)c1,21%,3,-2%,u,-6%,-9%,-4%,6,-4%
O=C(CCN1C(=O)/C(=C/c2ccc(F)cc2)SC1=S)NCCc1cnc[nH]1,-7%,1,8%,1,-6%,1%,-2%,-7,0%
Cc1c(C)c2c(OCC(=O)NCc3ccccn3)cc3c(c2oc1=O)CCC(C)(C)O3,1%,0,u,26,-5%,0%,-4%,u,35%
O=C(CSc1nnc2scc(-c3ccccc3)n12)Nc1nsc(-c2ccc(Cl)cc2)n1,-5%,1,u,22,12%,1%,3%,33,-4%
FC(F)(F)c1cc(-c2ccccc2)nc(NCC2CCCO2)n1 (configuration not stated),0%,3,-1%,-5,0%,-1%,-3%,7,6%
CC(C)Cn1c(=O)c2c(nc3n2CCS3)n(C)c1=O,-28%,6,-29%,0,9%,5%,12%,45,9%
Cc1cc(C)cc(NC(=O)COC(=O)c2cc(=O)[nH]c(=O)[nH]2)c1,1%,-2,-1%,-6,3%,5%,6%,22,-2%
Cc1ccc(S(=O)(=O)N(CC(=O)N/N=C/c2ccco2)Cc2ccccc2)cc1,-3%,7,-4%,27,-2%,6%,-2%,-22,-6%
Cc1ccccc1OCCCC(=O)Nc1ccc(Br)cc1,0%,1,4%,0,5%,-13%,8%,-8,3%
CCc1ccc(/C=C\C(=O)N2CCCC2)cc1,-9%,-15,-5%,-27,18%,13%,29%,-18,19%
CCOC(=O)c1cnc(SCCc2ccccc2)nc1N,-1%,-5,23µM*,-18,10%,-16%,1%,9,14%
COc1ccc(N2Cc3cccc(C(=O)Nc4ccc(Cl)cc4)c3C2=O)cc1,x,3,0%,x,x,16%,x,x,-2%
CCCc1c(C(=O)N/N=C(\C)c2cccnc2)nnn1-c1nonc1N,x,2,-13%,-16,-1%,-1%,-1%,0,16%
CCOC(=O)c1c(S(=O)(=O)N2CCN(c3ccc(C(C)=O)cc3)CC2)c(C)n(C)c1C,-12%,3,u,0,-2%,-2%,7%,23,3%
COc1ccc(CC(=O)OCC(=O)c2c[nH]c3ccccc23)cc1,2%,-4,1%,-15,0%[9.24 µM],18%,3%,43,13%
Cc1ccc(/C=N/n2c(COc3ccccc3)n[nH]c2=S)s1,-20%,-5,3%,-1,2%,8%,-9%,47,-6%
COc1cc(OC)cc(C(=O)Nc2ccc(-c3nc4ccccc4s3)cc2C)c1,x,6,-14%,x,x,-2%,x,x,-1%
CCOc1ccc(NC(=O)CN(C)C(=O)c2ccccc2Cc2ccccc2)cc1OCC,-13%,3,u,27,7%[9.24 µM],-6%,-13%,1,-3%
Oc1ccccc1CNCC12CC3CC(CC(C3)C1)C2,u,-20,7%,16,u,-18%,-26%,-87*,13%
O=Cc1cccn1-c1c(C(=O)O)cnn1-c1ccccc1,-3%,10,u,4,15%,-2%,6%,-10,-1%
Cc1cc(NC(=O)CN2C(=O)NC3(CCCCC3C)C2=O)no1 (configuration not stated),0%,-4,-16%,-9,-1%,3%,-2%,0,3%
CCn1nc(C(=O)NNC(=O)c2cc(Cl)ccc2OC)c2ccccc2c1=O,5%,0,-8%,-4,-20%,u,-29%,38,10%
O=C(/C=C/c1cccc(F)c1)Nc1cc(S(=O)(=O)N2CCOCC2)ccc1Cl,10%,-5,x,2,-7%,x,0%,u,8%
Cc1ccc(-c2nc3ccccc3[nH]2)cc1NC(=O)c1ccco1,3%,4,5%,15,16%,9%,5%,-9,8%
CCC(C)NC(=O)CCc1c(C)nc2cc(-c3ccc(OC)cc3OC)nn2c1C (configuration not stated),x,4,8%,x,x,3%,x,x,-2%
Cc1csc(NC(=O)CSc2nnc(-c3ccccn3)n2-c2ccc(C)c(C)c2)n1,-3%,2,-26%,-2,-10%,16%,-19%,36,1%
COc1ccc(C(=O)NNC(=O)CSc2nnnn2C)cc1,-1%,0,1%,1,9%,11%,10%,0,0%
O=C1N[C@@H](Cc2ccccc2)C(=O)N2[C@H]1C[C@]1(Br)c3ccccc3N(S(=O)(=O)c3ccc(F)cc3)[C@H]21,8%,-29,0%,u,-1%,5%,2%,-2,-5%
CCN(CCCNC(=O)c1cn(CC)c2ccc(S(=O)(=O)N(C)C)cc2c1=O)c1cccc(C)c1,3%,-4,16µM*,-1,3%,u,0%,-26,-5%
COc1ccc(N(CC(=O)NCc2ccc(C)cc2)S(=O)(=O)c2c(C)noc2C)cc1,-6%,-5,-2%,-16,6%,2%,0%,29,0%
CCCn1nc(C(=O)NC2CCCCCC2)c2ccccc2c1=O,0%,-10,5.8µM*,7,-7%,5%,5%,29,0%
COc1ccccc1OCCNC(=O)C1CCN(C(C)=O)CC1,-1%,-3,-3%,10,11%,3%,0%,19,4%
COc1ccccc1NC(=O)c1ccc2c(c1)OCO2,8%,3,-11%,19,1%,-8%,-5%,7,23%
COc1ccc(S(=O)(=O)N2CCN(C(=O)CN3C(=O)NC(C)(C)C3=O)CC2)cc1,-20%,2,10%,-9,-5%,16%,-3%,0,-4%
COCc1cc(=O)n2[nH]c(C)nc2n1,-9%,-1,15%,-3,12%,0%,-2%,6,2%
O=C(c1ccoc1)N1CCN(c2cc(-c3cccc(F)c3)nc3cc(-c4cccc(Cl)c4)nn23)CC1,x,-1,9%,-2,-5%,1%,-2%,25,-1%
O=C1[C@@H](Oc2ccccc2)[C@@H](c2ccncc2)N1c1ccncc1,-62%[inhibitor],-10,0%,-10,-1%,0%,-1%,-13,-5%
CCCCN(C=O)c1c(CC)nc2ccc(C(=O)NCCCN3CCCC3=O)cn12,x,5,3%,-24,14%,0%,1%,-2,8%
C#CCOCCOCCOCCNc1nc(N2CCN(C(=O)C([C@@H](C)CC)n3cc(C(N)CC(C)C)nn3)CC2)nc(N2CCN(C(=O)[C@H](CCC(=O)O)n3cc(C(N)[C@H](C)CC)nn3)CC2)n1 (some centres not stated),-24%,20,6%,27,12%,17%,10%,11,-6%
COc1ccccc1NC(=O)C1=C(C)Nc2nc(SCc3ccccc3)nn2C1c1cccc(O)c1 (configuration not stated),x,-5,0%,x,x,4%,x,x,-4%
NS(=O)(=O)c1ccc(NNC(=O)c2sccc2Cl)cc1,-49%[inhibitor],5,7%,-2,10%,12%,1%,x,1%
CCCC(=O)Nc1ccc(C(=O)n2ccc(C)n2)cc1,-2%,-6,-13%,-15,0%,10%,11%,-1,1%
O=C(O)CCCC(=O)NCCCc1ccccc1,2%,-3,17%,-16,10%,9%,14%,14,1%
O=S(=O)(c1ccccc1)N1CCn2c(nc3ccccc32)C1,-1%,3,-1%,-6,7%,11%,6%,-22,-2%

Further records follow.
canonical_smiles,SW480 rerep,D3 ag,KB-V1 MDR tox,D3 antag,HT1080-NT tox,KB-3-1 cytotox,HT1080 IDH1KD tx,IL1B secr inh,GLP1R ag
CCO[C@H]1OC(C(=O)N2CCN(C)CC2)=C[C@@H](C)[C@@H]1CCCO,1%,-22,6%,-25,7%,9%,2%,-2,2%
CC(=O)c1ccc(N2CCN(S(=O)(=O)c3cccc4nonc34)CC2)cc1,u,3,-15%,13,3%,-12%,17%,6,14%
Cc1ccc(S(=O)(=O)CC(O)COc2ccccc2C#N)cc1 (configuration not stated),-14%,0,-24%,5,4%,1%,1%,-6,1%
N#Cc1nc(Cc2ccccc2)oc1NCc1ccccc1Cl,0%,-6,-26%,u,-4%,-3%,-12%,-5,31%
COC(=O)c1ccccc1NC(=O)COC(=O)Cc1ccc(S(=O)(=O)N2CCOCC2)s1,-6%,0,-14%,6,0%,9%,-2%,18,-21%
CCOC(=O)c1cc(C(=O)OCC)c(=O)[nH]c1N1CCCC1,1%,1,u,14,1%,-1%,0%,14,2%
COCOCCn1cc(CN2CCS(=O)(=O)N(Cc3ccc(-c4ccc(Cl)c(Cl)c4)cc3)C(C(C)C)C2=O)nn1 (configuration not stated),x,4,-4%,26,u,u,u,-28,0%
COc1ccc(NS(=O)(=O)c2cccc(NC(=O)COc3ccc(OC)cc3)c2)cc1,3%,2,-17%,35,0%,2%,0%,20,11%
COc1ccc(NC(=O)CN(C)S(=O)(=O)c2ccc3c(c2)CCC(=O)N3)c(OC)c1,4%,-2&14,0%&15%,32,0%,-2%&-9%,7%,-11,-4%
Cc1c(C(=O)NCc2ccc3c(c2)OCO3)sc(=O)n1Cc1ccc(-c2ccccc2)cc1,x,4,u,7,2%,10%,1%,0,4%

Compound activity deposited in PubChem by National Center for Advancing Translational Sciences (NCATS).
